From PubChem
MsrA inhibitor: bovine MsrA inhibition; hit rate 0.75% among 360,000; inhibition, % at 15.5 µM; AID 651718; purified bovine MsrA, absorbance read-out; in the data active = inhibition above about 4.5%;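 also: 0% = vehicle wells with enzyme and 100% = reference inhibitor wells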
E coli Lon inh: inhibits E. coli Lon protease; AID 602123; purified E. coli Lon protease, fluorescence polarization; inhibition, % at 7.94 µM; P0A9M0; hit rate 0.42% among 360,000; in the data active = inhibition above about 13%, passing the limit was not always enough;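 also: 0% = enzyme with probe and DMSO and 100% = no enzyme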
Neddyl block: inhibitors of human cullin neddylation. P61081+Q13564. calls only at 25 µM. hit rate 0.58% among 360,000. AID 651699. TR-FRET cullin neddylation, biochemical; in the data active = inhibition above about 36%
Rin1 Abl inh: human Rin1-Abl interaction inhibition. TR-FRET Rin1/Abl binding, biochemical. P00519+Q13671. inhibition, % at 7.35 µM. hit rate 0.4% among 360,000; in the data active = inhibition above about 5%, passing the limit was not always enough
CendR NRP1 mod: NRP-1/CendR interaction modulation; AID 602438; inhibition, % at 25 µM; FAM-RPARPAR peptide binding to NRP-1, fluorescence polarization; hit rate 0.85% among 360,000;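 active = inhibition or corrected inhibition above about 18%, plus a signal ratio from 0.5 to 1.5, limit read from the data, passing the limit was not always enough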; also: strong numbers were not always called active
FAS TE block: inhibitors of human fatty acid synthase thioesterase domain; recombinant FAS-TE, OMFH fluorogenic substrate, fluorescence endpoint; inhibition, % at 15 µM; hit rate 0.67% among 360,000; AID 602261;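 active = compounds whose normalised, plate-corrected inhibition of enzyme fluorescence in the single-dose primary screen is 50% or more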;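 also: 0% = DMSO with enzyme and 100% = substrate without enzyme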
Target sequence (P49327 whole entry, looked up, the tested form may be a part): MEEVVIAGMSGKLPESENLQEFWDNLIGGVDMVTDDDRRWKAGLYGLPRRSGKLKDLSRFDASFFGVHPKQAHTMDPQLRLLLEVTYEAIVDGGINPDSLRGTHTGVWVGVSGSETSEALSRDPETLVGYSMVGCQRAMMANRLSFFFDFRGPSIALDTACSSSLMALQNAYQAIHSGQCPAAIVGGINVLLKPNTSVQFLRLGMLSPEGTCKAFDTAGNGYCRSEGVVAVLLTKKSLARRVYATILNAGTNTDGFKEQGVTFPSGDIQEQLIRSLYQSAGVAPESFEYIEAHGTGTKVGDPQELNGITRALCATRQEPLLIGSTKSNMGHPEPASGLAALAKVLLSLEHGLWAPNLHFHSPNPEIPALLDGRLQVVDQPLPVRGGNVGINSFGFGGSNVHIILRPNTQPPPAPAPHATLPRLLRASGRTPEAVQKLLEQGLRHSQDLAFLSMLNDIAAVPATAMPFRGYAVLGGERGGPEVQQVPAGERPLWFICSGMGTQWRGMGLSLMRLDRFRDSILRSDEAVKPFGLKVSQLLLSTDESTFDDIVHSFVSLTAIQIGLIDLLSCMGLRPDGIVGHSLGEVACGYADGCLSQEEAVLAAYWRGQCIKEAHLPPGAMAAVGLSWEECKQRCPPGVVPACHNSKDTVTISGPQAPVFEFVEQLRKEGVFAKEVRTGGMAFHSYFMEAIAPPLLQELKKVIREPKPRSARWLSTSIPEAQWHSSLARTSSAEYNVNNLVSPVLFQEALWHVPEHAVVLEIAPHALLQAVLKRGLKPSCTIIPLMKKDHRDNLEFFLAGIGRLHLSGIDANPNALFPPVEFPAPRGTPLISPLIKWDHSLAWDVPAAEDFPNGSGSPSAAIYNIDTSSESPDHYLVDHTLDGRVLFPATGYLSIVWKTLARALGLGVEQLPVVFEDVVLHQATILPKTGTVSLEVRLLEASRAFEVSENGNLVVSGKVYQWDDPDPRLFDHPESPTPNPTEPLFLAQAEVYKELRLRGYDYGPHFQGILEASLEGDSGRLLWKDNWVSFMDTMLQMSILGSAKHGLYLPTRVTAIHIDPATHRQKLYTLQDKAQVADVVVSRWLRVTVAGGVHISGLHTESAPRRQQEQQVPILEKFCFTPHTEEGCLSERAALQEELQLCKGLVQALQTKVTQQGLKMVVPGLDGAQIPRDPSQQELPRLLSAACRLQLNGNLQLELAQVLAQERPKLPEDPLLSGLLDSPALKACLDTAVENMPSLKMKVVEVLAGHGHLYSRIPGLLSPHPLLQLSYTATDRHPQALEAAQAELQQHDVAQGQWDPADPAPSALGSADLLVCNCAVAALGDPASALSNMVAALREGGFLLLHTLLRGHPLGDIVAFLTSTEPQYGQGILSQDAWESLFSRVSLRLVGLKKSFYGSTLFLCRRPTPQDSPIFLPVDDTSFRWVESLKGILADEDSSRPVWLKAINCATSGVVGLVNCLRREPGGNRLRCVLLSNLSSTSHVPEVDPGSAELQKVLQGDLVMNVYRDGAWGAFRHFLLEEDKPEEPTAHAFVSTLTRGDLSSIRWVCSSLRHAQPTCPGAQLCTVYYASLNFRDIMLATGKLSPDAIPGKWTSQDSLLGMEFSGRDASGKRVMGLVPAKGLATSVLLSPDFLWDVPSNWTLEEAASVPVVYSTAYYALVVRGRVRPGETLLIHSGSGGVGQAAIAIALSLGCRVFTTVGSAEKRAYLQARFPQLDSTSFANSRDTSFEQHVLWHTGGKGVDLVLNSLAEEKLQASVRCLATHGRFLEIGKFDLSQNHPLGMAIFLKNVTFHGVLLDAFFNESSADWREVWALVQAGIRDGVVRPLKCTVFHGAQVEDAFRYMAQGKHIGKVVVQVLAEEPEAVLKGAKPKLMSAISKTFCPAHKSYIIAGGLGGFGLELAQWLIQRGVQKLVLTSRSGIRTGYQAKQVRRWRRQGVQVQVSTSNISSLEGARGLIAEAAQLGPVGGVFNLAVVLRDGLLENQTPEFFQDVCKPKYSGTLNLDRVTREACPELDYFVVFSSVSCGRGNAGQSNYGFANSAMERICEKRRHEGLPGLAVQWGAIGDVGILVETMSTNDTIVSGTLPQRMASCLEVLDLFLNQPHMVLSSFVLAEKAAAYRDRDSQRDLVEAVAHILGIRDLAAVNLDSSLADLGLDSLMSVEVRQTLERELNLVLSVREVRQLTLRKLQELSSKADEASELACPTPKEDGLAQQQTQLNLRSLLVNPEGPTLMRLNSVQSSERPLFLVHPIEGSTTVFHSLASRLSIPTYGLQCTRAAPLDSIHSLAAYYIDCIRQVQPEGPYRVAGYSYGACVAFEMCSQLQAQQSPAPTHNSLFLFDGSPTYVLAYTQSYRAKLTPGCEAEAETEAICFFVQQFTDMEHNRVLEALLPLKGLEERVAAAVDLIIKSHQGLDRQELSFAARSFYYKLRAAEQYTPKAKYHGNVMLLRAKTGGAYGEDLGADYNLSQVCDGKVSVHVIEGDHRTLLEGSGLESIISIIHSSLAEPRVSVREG
SKN-1 inh: inhibitors of C. elegans SKN-1 | inhibition, % at 21.8 µM | hit rate 0.49% among 360,000 | C. elegans VP596 Pgst-4::GFP/RFP ratio, acrylamide-induced, 24 h;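 active = interference check ratio from 0.5 to 1.5 plus GFP to RFP signal ratio inhibition reaching or exceeding a fixed threshold, cut at about 30% in these data, passing the limit was not always enough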; also: some compounds called inactive have numbers as strong as hits
MT1-MMP act inh: blocks activation of human MT1-MMP | HT1080 RFP-PRO-GFP cells, GFP/RFP ratio fluorescence, overnight; percent of plate control window, DMSO zero | GFP/RFP ratio change, % at 20 µM | hit rate 0.061% among 360,000;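 active = GFP/RFP ratio change of at least 30% with cell ATP level not reduced by more than half and red fluorescence within 50% of control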; also: strong numbers were not always called active
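Assay system: HT1080 RFP-PRO-GFP cells. Benchmarks: DMSO vehicle wells and RFP-L50D-GFP reporter cell wells. Times: overnight cell settling, then overnight compound exposure, 37 °C, 5% CO2. Compound: 20 µM single dose, 1% DMSO. Read-out basis: GFP/RFP fluorescence ratio.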
MsrA act: bovine methionine sulfoxide reductase A activation; purified bovine MsrA, absorbance read-out; activation, % at 10.6 µM; hit rate 0.3% among 360,000; AID 602163; in the data active = activation above about 7.5%;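 also: 0% = vehicle and 100% = reference activator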
* hit, by the source's call; i = inactive; . = no result given.

SMILES	MsrA inhibitor	E coli Lon inh	Neddyl block	Rin1 Abl inh	CendR NRP1 mod	FAS TE block	SKN-1 inh	MT1-MMP act inh	MsrA act
CCOC(=O)C(NC(=O)CC)(Nc1nc2c(s1)CCCC2)C(F)(F)F (configuration not stated)	-0.7	3	i	-1	8	-5	-6	-3	-1
O=C(N/N=C/c1cccc([N+](=O)[O-])c1)c1cc(-c2ccc3c4c(cccc24)CC3)n[nH]1	-1.2	-8	i	-5	-10	4	-3	-2	-6
Cc1ccc(S(=O)(=O)c2nc(-c3ccccc3Cl)oc2N(C)C)cc1	1.1	-7	i	-2	3	23	-14	-11	-1
CCCOc1ccc(N2C(=O)C/C(=C\c3ccccc3)C2=O)cc1	-0.2	5	i	-2	-1	-1	13	1	-3
O=CNc1ccc2c3c(cccc13)-c1ccccc1-2	2.3	8	.	0	-12	-3	9	-124	0
CCOC(=O)[C@]12CCC=C1N(Cc1ccco1)C(=O)[C@H](CC(=O)NCCC(C)C)C2	-1.0	-2	i	.	-11	-14	16	-2	-1
C=CCSc1nnc(NC(=O)Cc2ccc(OC)c(OC)c2)s1	-0.3	-16	i	2	2	-3	0	1	-5
COC(=O)c1ccn(CSc2cc(Cl)ccc2Cl)n1	-0.3	11	i	1	0	3	0	-2	-5
Cc1ccc(C)n1-c1nn(S(=O)(=O)c2ccccc2)c2cccc(F)c12	1.2	-6	i	-1	-1	28	-17	6	-7
CCN(C(=O)COC(=O)CSc1ccccc1)c1c(N)n(Cc2ccccc2)c(=O)[nH]c1=O	-0.2	-3	i	3	-10	-3	13	1	-2
CCCCC(=O)N(CCOC)c1nnc(-c2ccccc2C)s1	2.0	-11	i	-1	1	18	6	-14	-2
O=C(Nc1ccccn1)c1cccc(S(=O)(=O)N2CCCC2)c1	0.2	0	i	4	2	-5	6	-1	-2
COC(=O)c1ccc(CSc2nc3sc4c(c3c(=O)n2C)CCCC4)o1	1.0	-9	i	-3	2	23	15	1	-5
CC1CCCCN1C(=O)c1cc(S(=O)(=O)N2CCOCC2)ccc1Cl (configuration not stated)	0.1	2	i	4	10	-4	4	-2	2
CCCCn1nnnc1C1(C)CCC(=O)N1Cc1ccc(F)cc1 (configuration not stated)	1.0	4	i	.	0	-7	0	5	-7

Some of the entries so far, field by field.
molecule: CCOC(=O)C(NC(=O)CC)(Nc1nc2c(s1)CCCC2)C(F)(F)F (configuration not stated)
  MsrA inhibitor: -0.7
  E coli Lon inh: 3
  Neddyl block: i
  Rin1 Abl inh: -1
  CendR NRP1 mod: 8
  FAS TE block: -5
  SKN-1 inh: -6
  MT1-MMP act inh: -3
  MsrA act: -1
molecule: O=C(N/N=C/c1cccc([N+](=O)[O-])c1)c1cc(-c2ccc3c4c(cccc24)CC3)n[nH]1
  MsrA inhibitor: -1.2
  E coli Lon inh: -8
  Neddyl block: i
  Rin1 Abl inh: -5
  CendR NRP1 mod: -10
  FAS TE block: 4
  SKN-1 inh: -3
  MT1-MMP act inh: -2
  MsrA act: -6

3 consecutive compounds from above:
SMILES	MsrA inhibitor	E coli Lon inh	Neddyl block	Rin1 Abl inh	CendR NRP1 mod	FAS TE block	SKN-1 inh	MT1-MMP act inh	MsrA act
CCOC(=O)C(NC(=O)CC)(Nc1nc2c(s1)CCCC2)C(F)(F)F (configuration not stated)	-0.7	3	i	-1	8	-5	-6	-3	-1
O=C(N/N=C/c1cccc([N+](=O)[O-])c1)c1cc(-c2ccc3c4c(cccc24)CC3)n[nH]1	-1.2	-8	i	-5	-10	4	-3	-2	-6
Cc1ccc(S(=O)(=O)c2nc(-c3ccccc3Cl)oc2N(C)C)cc1	1.1	-7	i	-2	3	23	-14	-11	-1

Next part:
SMILES	MsrA inhibitor	E coli Lon inh	Neddyl block	Rin1 Abl inh	CendR NRP1 mod	FAS TE block	SKN-1 inh	MT1-MMP act inh	MsrA act
CCN(c1ccccc1)S(=O)(=O)c1ccc(Cl)c(NC(=O)Nc2ccc(Cl)cc2C#N)c1	0.8	4	i	2	0	13	2	-1	-12
O=C(O)c1ccc(CN2C(=O)CSC2=S)cc1	0.3	16*	i	0	-24	-4	28	30	-2
Cc1ccc(S(=O)(=O)NCCC(=O)N2CCCC(C)C2)cc1 (configuration not stated)	-0.1	6	i	2	2	0	16	2	-4
COc1cc2oc(=O)cc(-c3ccc(-c4ccc(N(C)C)cc4)cc3)c2c(OC)c1OC	1.9	6	i	-6	-11	16	14	-12	-2
O=C(c1cccs1)N1CCC(c2nc3c(nnn3Cc3c(Cl)cccc3Cl)c(=O)[nH]2)CC1	0.5	7	i	1	6	13	5	-6	-2
C=C1[C@H](C)CN[C@H]1CCO	-0.7	0	i	-5	-6	-12	1	2	-7
O=C1OC(Nc2ccc(Cl)cn2)c2ccccc21 (configuration not stated)	0.3	-10	i	0	-5	-3	-2	0	-1
O=C1OC(c2ccc3ccccc3c2O)(c2ccc3ccccc3c2O)c2ccccc21	0.0	4	i	-2	26*	18	2	-17	0
CCOC(=O)C1=C(N)Oc2ccc3ccccc3c2C1c1ccc(O)c(OC)c1 (configuration not stated)	-0.1	-2	i	1	10	20	8	-1	-3
Cc1cc(Br)c(S(=O)(=O)NCCN2CCOCC2)cc1C	0.0	-1	i	2	5	-4	14	-1	0
CCC(CC)c1nnc(NC(=O)Cc2ccccc2[N+](=O)[O-])s1	2.1	6	i	-2	-1	-3	7	-1	1
CN(CC(=O)Nc1cccc(F)c1)C(=O)/C=C/c1ccc(Br)s1	1.6	-9	i	-1	0	12	-5	-2	1
Cc1cc(C)c2c(=O)c(C#N)coc2c1	-1.0	12	i	-3	-72	-1	-6	0	-3
Cc1ccc(-c2nc(=S)c3c(n2Cc2ccco2)CCCC3)cc1	-0.7	0	i	-2	-23	21	6	-1	0
CCOc1ncccc1C(=O)N1CCN(C(c2ccccc2)c2ccccc2)CC1	1.4	-4	i	-1	3	11	2	-11	1
CCc1noc(C)c1C(=O)OCC(=O)Nc1c(F)cccc1F	0.1	-1	i	2	-7	4	17	-1	-1
Cc1ccc(CCC(=O)Nc2ccc(C#N)cc2)o1	0.6	0	i	2	-9	-3	-1	-2	-1
O=C(CSc1nc2ccccc2c(=O)[nH]1)c1ccc(O)cc1O	3.6	4	i	1	-17	-5	2	-6	-17
CCNC(=O)c1ccc(NS(=O)(=O)c2ccccc2)cc1	0.0	4	i	1	17	-5	-3	6	-9
CC1=NN(c2nc(-c3ccc(C)cc3)cs2)C(=O)C1N=Nc1ccc(C(N)=O)cc1 (configuration not stated)	0.0	-1	i	0	-16	4	10	-13	-2
Cc1ccc(-c2nn(CC(=O)Nc3cccnc3)c(=O)c3ccccc23)cc1	0.7	-9	i	5	2	-3	-2	8	-1
C[C@H](CO)N1C[C@H](C)[C@@H](CN(C)S(=O)(=O)c2ccccc2)Oc2ccc(NS(=O)(=O)c3cn(C)cn3)cc2C1=O	-0.5	-1	i	-1	6	-9	7	3	-2
O=C(O)C1C2C=CC(C2)C1C(=O)NCCc1ccncc1 (configuration not stated)	-0.8	-3	i	-2	0	-4	7	0	4
CC(NC(=O)COC(=O)c1ccc2ccccc2n1)C1CC2CCC1C2 (configuration not stated)	-0.3	-10	i	2	-30	-1	-3	-2	-4
Cc1ccc(NCc2n[nH]c(=S)n2-c2ccccc2)c(C)c1	0.3	4	i	-2	5	-6	-8	3	0
NNc1cc([N+](=O)[O-])cc2c1C(=O)N(Cc1ccccc1)S2=O (configuration not stated)	2.3	2	i	0	0	-2	0	5	-2
CCOC(=O)CNC(=S)N(Cc1ccccc1)Cc1ccccc1F	-1.4	-3	i	0	6	14	-8	-10	1
COc1ccc(C2NC(=O)NC(c3ccccc3)=C2c2nc3ccccc3s2)cc1 (configuration not stated)	1.0	2	.	1	5	17	7	-11	0
Cn1cc(CN2C[C@]3(C)C[C@H]2CC(C)(C)C3)c(-c2ccc3c(c2)OCCO3)n1	0.7	-10	i	1	-12	-4	2	-2	-2
COc1ccccc1OCCNC(=O)c1cccc(S(=O)(=O)N2CCN(C)CC2)c1	-1.5	7	i	5	8	-5	16	-1	-1
O=C1Nc2ccc(Br)cc2/C1=C/C1CC=CCC1 (configuration not stated)	-1.1	8	i	-5	7	21	3	-6	-8
COc1cccc(NC(=S)N(CCCN2CCOCC2)Cc2cn(C)c3ccccc23)c1	-0.3	10	i	3	-19	9	2	-8	0
CCCCNS(=O)(=O)c1ccc(NC(=O)C2CCCO2)cc1 (configuration not stated)	-1.4	1	i	-2	-2	-10	-1	3	-7
COc1cc2c(cc1NC(=O)c1cc(-c3ccncc3)nc3ccc(C)cc13)oc1ccccc12	0.3	-2	i	1	-32	38	11	-26	0
N/C(Cc1ccc([N+](=O)[O-])cc1)=N\OC(=O)c1ccccc1F	-1.0	-14	i	0	-2	14	20	2	-3
CCC(C)NC(=O)C(=O)NCc1ccccn1 (configuration not stated)	-0.4	-4	i	1	12	-8	11	2	-5
O=C(O)CSCC(=O)N1CCN(c2nc3cc(Cl)ccc3s2)CC1	0.1	-5	i	-2	1	-3	-2	2	0
O=C1CCC[C@@H]2CC(N3CCCCC3)C[C@@H]3CCN1[C@H]23 (some centres not stated)	0.3	-9	i	0	-8	-8	9	0	-3
COCCCNC(=O)C[C@H]1C[C@H](C(=O)N(C(C)C)C(C)C)[C@@]2(C)c3[nH]c4cc(-c5ccco5)ccc4c3CCN2C1=O	0.3	-5	.	0	-24	-2	19	-6	-4
O=S(=O)(Nc1nc2ccccc2nc1-[n+]1ccccc1)c1ccc(Cl)cc1	-0.3	-5	i	-4	-4	-5	-12	-2	-2
CCOC(=O)CNC(=O)N1CCCC(Cc2ccccc2)(C(=O)OCC)C1 (configuration not stated)	2.9	-3	i	-3	7	-8	19	-2	-1
O=C(c1ccccc1)c1ccncc1	2.2	1	i	3	7	-6	32	-2	-2
COc1ccccc1CN1CC(C(=O)N(CCO)Cc2cccs2)CCC1=O (configuration not stated)	0.2	-19	i	0	7	-6	5	4	0
O=C(Nc1ccccc1)N(CCc1nc2ccccc2[nH]1)C1CCCC1	0.6	-6	i	3	0	-5	4	0	-12
Cc1ccc(NC(=O)CN(C)C(=O)Cn2cc(C(F)(F)F)ccc2=O)cc1	-0.4	-3	i	-2	5	1	-7	1	0
CC1CC(=O)c2cnc(NCC3CCCO3)nc2C1 (configuration not stated)	-0.1	16*	i	2	-4	-2	4	-5	-3
Cc1cnc(C(=O)NCC(=O)Nc2ccccc2Br)cn1	0.0	-5	i	3	3	-7	16	-5	-3
O=C1C2C3CCC(O3)C2C(=O)N1c1cc(OCC(F)F)cc([N+](=O)[O-])c1 (configuration not stated)	-1.2	5	i	-5	4	0	6	1	-3
O=C(CCCn1c(=S)[nH]c2cc3c(cc2c1=O)OCO3)N1CCN(c2ccc(F)cc2)CC1	2.1	1	i	-1	10	38	-9	4	-3
Cc1ccc2c(c1)N(CCC(=O)NC1CC1)C(=O)C(C)O2 (configuration not stated)	0.6	-3	i	-2	11	-9	-20	1	-9
COc1ccc(C2C(C(=O)c3ccccc3)=C(C)Nc3nc4ccccc4n32)c(OC)c1 (configuration not stated)	-0.1	3	i	5	-8	1	4	-4	-1
O=C(CSc1ncn[nH]1)Nc1nc(-c2ccccc2)ns1	-1.5	0	i	-4	10	-60	0	-2	-11
CN(C)CCN1CCN(C2CN(Cc3cn(Cc4ccccc4C(F)(F)F)nn3)S(=O)(=O)C2)CC1 (configuration not stated)	-0.7	-7	i	0	10	-9	3	0	-2
Cc1noc(C)c1C(=O)NC(C)c1ccc(Cl)cc1Cl (configuration not stated)	-0.3	-1	i	-2	-1	-6	-8	11	-2
COCCCNC(=O)CC1C[C@H](C(=O)N(C(C)C)C(C)C)[C@@]2(C)c3[nH]c4ccccc4c3CCN2C1=O (some centres not stated)	-0.5	-5	i	-2	11	-11	-10	-1	-1
O=C(Nc1ccc2c(c1)C(=O)N(c1ccccc1)C2=O)C1CCCO1 (configuration not stated)	1.4	13	i	-4	2	-7	-5	-2	-2
Cc1csc(-c2nc3ccccc3n2C(C)c2nc3ccccc3[nH]2)c1 (configuration not stated)	-0.6	.	i	.	4	.	3	-3	.
CCn1nc(C)cc1C(=O)N1CCCC(N(C)CCc2ccc(OC)c(OC)c2)C1 (configuration not stated)	-0.1	-1	i	1	-6	-5	1	-2	-7
